Bioassay records (PubChem BioAssay)
RPL19A-GFP yeast = alters RPL19A-GFP fluorescence in TOR pathway yeast screen; 0.3% of 330,000 active; percent response vs DMSO, % at 10 µM; S. cerevisiae RPL19A-GFP strain, flow cytometry, 3 h; active compounds read low;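 active = percent response vs DMSO below 50%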;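 also: median channel GFP fluorescence of the barcoded RPL19A-GFP strain; ratio of sample median GFP to plate DMSO average so 100% = DMSO; lower means less RPL19A-GFP as with rapamycin TOR inhibition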
LAP4 TOR yeast = modulators of TOR pathway LAP4-GFP in S. cerevisiae. S. cerevisiae LAP4-GFP multiplex, flow cytometry GFP, 3 h; median GFP as percent of DMSO wells. GFP response vs DMSO, % at 10 µM. 0.34% of 320,000 active. AID 2023;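 active = GFP response vs DMSO above a set limit, about the screen mean plus 3 SD, cut at about 150% in these data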
CIT2 TOR yeast = yeast TOR pathway CIT2-GFP modulation; S. cerevisiae CIT2-GFP strain, flow cytometry, 3 h; 100 means same as DMSO wells; GFP response vs DMSO, % at 10 µM; 0.065% of 320,000 active; AID 2029;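 active = GFP response relative to DMSO above a set limit, near the screen mean plus 3 SD, cut at about 150% in these data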;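 also: ratio of well median GFP fluorescence to mean of DMSO wells on the plate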
GASC-1 inh = inhibitors of human GASC-1 (JMJD2C) demethylase | 0.069% of 330,000 active | AID 2099 | inhibition, % at 2.35 µM | GST-JMJD2C(1-420) H3K9me3 demethylation, DELFIA europium;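 active = more than half of a compound's replicate wells show inhibition beyond 50%, single wells judged on their own value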;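 also: signal counts dimethyl H3K9 product captured on neutravidin plate; 0% = median of DMSO wells and 100% = 0.3 times that DMSO median; strong numbers were not always called active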
Target sequence (Q9H3R0 1-420 limits assumed): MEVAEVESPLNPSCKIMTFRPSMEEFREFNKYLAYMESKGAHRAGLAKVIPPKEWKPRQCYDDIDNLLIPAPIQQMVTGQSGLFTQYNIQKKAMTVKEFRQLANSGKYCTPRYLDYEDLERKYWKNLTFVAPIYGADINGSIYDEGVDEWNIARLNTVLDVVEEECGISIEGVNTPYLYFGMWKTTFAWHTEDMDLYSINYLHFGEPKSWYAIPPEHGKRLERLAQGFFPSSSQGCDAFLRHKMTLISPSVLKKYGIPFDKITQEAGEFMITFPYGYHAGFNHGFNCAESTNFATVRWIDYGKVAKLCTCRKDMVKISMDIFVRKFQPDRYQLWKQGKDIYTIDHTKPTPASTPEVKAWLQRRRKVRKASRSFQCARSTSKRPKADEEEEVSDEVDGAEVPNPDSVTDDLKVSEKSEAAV
MEP2 TOR yeast = modulators of TOR pathway MEP2-GFP in S. cerevisiae; S. cerevisiae MEP2-GFP strain, flow cytometry GFP, 3 h; 100% = DMSO control level; GFP response vs DMSO, % at 10 µM; 0.51% of 330,000 active; AID 2016;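 active = GFP response versus DMSO above a set limit, roughly screen mean plus 3 SD, cut at about 180% in these data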;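 also: median GFP fluorescence of the barcode-gated MEP2-GFP cells per well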
AGP1-GFP MLPCN = modulators of TOR pathway AGP1-GFP in S. cerevisiae; S. cerevisiae AGP1-GFP multiplex flow cytometry, 3 h; GFP as percent of DMSO wells; GFP response vs DMSO, % at 10 µM; 0.02% of 320,000 active; AID 2066;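 active = GFP response relative to DMSO above a set limit, near screen average plus 3 SD, cut at about 150% in these data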;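 also: median GFP channel fluorescence of the gated AGP1 strain per well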
VLA-4 inh = inhibition in a human VLA-4 binding assay; VLA-4 expressing cells, ligand binding flow cytometry; 0.2% of 330,000 active; AID 2557; inhibition, % (about 7 µM as worked out from the volumes in the protocol); in the data active = inhibition above about 50%
GRK2 aptamer HTS = blocks RNA aptamer binding to human GRK2 | P25098 | inhibition of aptamer binding, % at 10 µM | 0.59% of 330,000 active | AID 488847 | bead flow cytometry, FAM-aptamer displacement from GRK2;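 active = inhibition of aptamer binding above 40%, roughly 3 SD of noise, on plates passing a quality check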;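 also: median bead fluorescence of bound FAM aptamer so fluorescent compounds give negative values; no value below 0 was filed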
Target sequence (P25098 whole entry, looked up): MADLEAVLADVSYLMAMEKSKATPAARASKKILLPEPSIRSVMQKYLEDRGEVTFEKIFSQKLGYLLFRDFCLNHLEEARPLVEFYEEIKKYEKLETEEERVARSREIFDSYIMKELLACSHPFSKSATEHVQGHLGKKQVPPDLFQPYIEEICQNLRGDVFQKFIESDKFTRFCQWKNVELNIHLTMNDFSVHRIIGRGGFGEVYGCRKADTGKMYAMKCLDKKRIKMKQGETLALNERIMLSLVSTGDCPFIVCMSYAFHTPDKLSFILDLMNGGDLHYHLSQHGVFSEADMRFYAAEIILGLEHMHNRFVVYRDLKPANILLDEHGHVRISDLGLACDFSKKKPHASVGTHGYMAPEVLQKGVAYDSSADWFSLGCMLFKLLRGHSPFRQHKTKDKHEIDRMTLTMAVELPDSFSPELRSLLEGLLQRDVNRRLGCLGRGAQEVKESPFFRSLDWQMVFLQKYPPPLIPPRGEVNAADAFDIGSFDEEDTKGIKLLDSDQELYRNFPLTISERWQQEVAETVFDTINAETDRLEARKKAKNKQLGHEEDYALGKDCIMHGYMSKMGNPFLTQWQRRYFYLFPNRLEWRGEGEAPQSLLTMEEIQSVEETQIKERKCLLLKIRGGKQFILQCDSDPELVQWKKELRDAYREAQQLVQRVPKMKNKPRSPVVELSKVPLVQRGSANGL
* marks the source's active call; other numbers are inactive results; x = not tested or not shown; & = joins results of further samples.

SMILES | RPL19A-GFP yeast | LAP4 TOR yeast | CIT2 TOR yeast | GASC-1 inh | MEP2 TOR yeast | AGP1-GFP MLPCN | VLA-4 inh | GRK2 aptamer HTS
OC(CNCC1CCCO1)Cn1c2ccc(Cl)cc2c2cc(Cl)ccc21 (stereo unspecified) | 97 | 117 | 92 | 17 | 107 | 104 | 25 | 0
O=C(N/N=C/c1ccc(-c2ccccc2C(=O)O)o1)c1cccs1 | 99 | 109 | 94 | 8 | 98 | 97 | -1 | 16
CCN(CC(=O)Nc1ccccc1OC)C(=O)CSCc1c(C)noc1C | 107 | 75 | 116 | 19 | 103 | 92 | 20 | 1
COc1ccc(OCc2nnc(SCC(=O)NNC(=O)c3ccc(C)cc3)n2C)cc1 | 100 | 92 | 102 | -5 | 110 | 97 | -11 | 0
CCOC(=O)c1cnc(Nc2nc3ccccc3o2)nc1CSc1nnc(C)s1 | 98 | 98 | 94 | 37 | 99 | 93 | -9 | 0
O=C(COc1ccc(S(=O)(=O)N2CCOCC2)cc1)Nc1ccccc1C(F)(F)F | 102 | 97 | 106 | 0 | 95 | 96 | -8 | 5
Cc1cnn(C(=S)NCCc2ccccc2)c1 | 99 | 104 | 99 | 10 | 100 | 96 | -9 | 1
N#Cc1c(N2CCN(C(=O)c3ccccc3)CC2)nc(-c2ccccc2)c2c1CCCC2 | 104 | 124 | 128 | -12 | 132 | 120 | 9 | 1
Cc1cc(C)cc(NC(=O)CN2CCN(CCN=CC3=C(O)CC(c4ccc(Cl)cc4)CC3=O)CC2)c1 (stereo unspecified) | 105 | 94 | 104 | 1 | 103 | 92 | -15 | 1
CN(C(=S)Nc1ccc(F)cc1)C(c1ccccc1)c1ccccc1 | 104 | 96 | 104 | -7 | 106 | 106 | 6 | 0

Overlap with the part before: 5 compounds; new compounds follow.
SMILES | RPL19A-GFP yeast | LAP4 TOR yeast | CIT2 TOR yeast | GASC-1 inh | MEP2 TOR yeast | AGP1-GFP MLPCN | VLA-4 inh | GRK2 aptamer HTS
O=C(COc1ccc(S(=O)(=O)N2CCOCC2)cc1)Nc1ccccc1C(F)(F)F | 102 | 97 | 106 | 0 | 95 | 96 | -8 | 5
Cc1cnn(C(=S)NCCc2ccccc2)c1 | 99 | 104 | 99 | 10 | 100 | 96 | -9 | 1
N#Cc1c(N2CCN(C(=O)c3ccccc3)CC2)nc(-c2ccccc2)c2c1CCCC2 | 104 | 124 | 128 | -12 | 132 | 120 | 9 | 1
Cc1cc(C)cc(NC(=O)CN2CCN(CCN=CC3=C(O)CC(c4ccc(Cl)cc4)CC3=O)CC2)c1 (stereo unspecified) | 105 | 94 | 104 | 1 | 103 | 92 | -15 | 1
CN(C(=S)Nc1ccc(F)cc1)C(c1ccccc1)c1ccccc1 | 104 | 96 | 104 | -7 | 106 | 106 | 6 | 0
CC(=O)Nc1cccc(NC(=O)Cc2cccs2)c1 | 106 | 98 | 109 | -8 | 111 | 107 | -3 | 2
C/C(Cl)=C\COc1cc(C)nc2c(Br)cccc12 | 99 | 97 | 109 | 0 | 98 | 99 | -6 | 2
C/C(=N\NC(=O)c1nnn(-c2nonc2N)c1C)c1ccc(-c2ccccc2)cc1 | 106 | 92 | 101 | -11 | 101 | 98 | 17 | 1
COc1ccc(NC(=S)N2CCN(C(=O)C3CCCO3)CC2)c(OC)c1 (stereo unspecified) | 108 | 94 | 114 | 2 | 105 | 112 | -3 | 0
COc1ccc(S(=O)(=O)N2CCCC(C(=O)NCC3CCCO3)C2)cc1C (stereo unspecified) | 97 | 103 | 106 | -3 | 98 | 106 | 5 | 0
CC(C(N)=O)N1C(=O)c2cccc3cccc1c23 (stereo unspecified) | 97 | 100 | 102 | 14 | 102 | 103 | 4 | 0
O=C(CSc1nc(C(F)(F)F)cc(=O)[nH]1)N1CCOCC1 | 101 | 106 | 104 | -1 | 108 | 104 | -8 | 0
Oc1ccc(-c2onc3ccc(Cl)cc23)cc1 | 97 | 86 | 95 | 1 | 101 | 86 | 0 | 1
COC(=O)c1nn(-c2ccccc2)c(=O)cc1Sc1ccc(Cl)cc1 | 96 | 98 | 101 | 11 | 98 | 99 | 5 | 0
Cc1ccc(S(=O)(=O)N2CCN(C(=O)[C@H](Cc3ccccc3)NC(=O)c3ccco3)CC2)cc1C | 96 | 102 | 97 | 0 | 96 | 99 | 9 | 0
Nc1ccccc1C(=O)NC1CCCNC1=O (stereo unspecified) | 99 | 109 | 97 | 3 | 89 | 104 | 5 | 1
Nc1nonc1-n1nnc(C(=O)N/N=C/c2ccccc2F)c1CN1CCc2ccccc21 | 88 | 91 | 95 | -16 | 102 | 82 | 15 | 0
Cc1cc(C)c2[nH]c(=O)c(C(c3nnnn3Cc3ccc4c(c3)OCO4)N3CCCCC3)cc2c1 (stereo unspecified) | 95 | 97 | 89 | 4 | 99 | 93 | 4 | 0
CCCCn1c(N)c(N(CC(C)C)C(=O)C2=NN(c3ccccc3)C(=O)CC2)c(=O)[nH]c1=O | 98 | 100 | 99 | 3 | 102 | 100 | 12 | 0
O=C(Cn1cncn1)NCc1cc(F)ccc1F | 103 | 93 | 98 | 30 | 99 | 103 | 16 | 0
Cc1ccc(C2(C)NC(=O)N(CC(=O)NNC(=O)c3ccccc3F)C2=O)cc1 (stereo unspecified) | 98 | 96 | 90 | 13 | 100 | 96 | -3 | 2
CCn1c(Sc2ccc([N+](=O)[O-])cn2)nnc1-c1ccco1 | 94 | 102 | 93 | -2 | 102 | 95 | 31 | 1
CCOC(=O)C1CCCN(c2c(Nc3cc(C)cc(C)c3)c(=O)c2=O)C1 (stereo unspecified) | 97 | 116 | 111 | 3 | 97 | 93 | 38 | 0
COc1ccccc1N(CCN1C(=O)c2cccc3cccc(c23)C1=O)C(=O)c1ccncc1 | 101 | 103 | 103 | 116 | 104 | 104 | -2 | 1
COc1ccccc1-n1c(=O)[nH]c2c(C(N)=O)nc(C3CCCCC3)nc21 | 96 | 96 | 91 | 4 | 98 | 101 | 2 | 3
Cc1ccc(S(=O)(=O)NC(=O)c2ccc(Br)o2)cc1 | 107 | 113 | 101 | -1 | 95 | 94 | 10 | 1
Cc1ccc(C#N)c(SCC(=O)Nc2nccs2)n1 | 95 | 119 | 87 | 3 | 100 | 100 | 12 | 0
CCc1cc(C(c2ccccc2OC)N2CCOCC2)c(NC(=O)c2ccccc2)s1 (stereo unspecified) | 100 | 103 | 102 | 6 | 104 | 104 | 5 | 8
Nc1nccc(-c2nn(-c3ccc(Cl)cc3)ccc2=O)n1 | 106 | 106 | 101 | 10 | 110 | 103 | 6 | 3
OC(CNCCc1ccccc1)c1ccccc1 (stereo unspecified) | 97 | 97 | 99 | 11 | 102 | 95 | -1 | 0
COCCCNC(=O)CN1C(=O)COc2ccc(S(=O)(=O)N3CC(C)CC(C)C3)cc21 (stereo unspecified) | 99 | 98 | 101 | 4 | 112 | 101 | 1 | 0
CN(CC(=O)NCc1ccco1)S(=O)(=O)c1ccc2c(c1)c(=O)n(C)c(=O)n2C | 102 | 105 | 107 | -4 | 107 | 110 | 3 | 3
CCOC(=O)C1CCCN(C(=O)Cn2cnc3c2c(=O)n(C)c(=O)n3C)C1 (stereo unspecified) | 99 | 93 | 107 | -1 | 104 | 102 | -14 | 0
CCOc1ccccc1C1C(C#N)=C(N)Oc2cc(C)n(C)c(=O)c21 (stereo unspecified) | 100 | 99 | 98 | -12 | 100 | 100 | 6 | 0
Cc1ccc(NC(=O)CSc2nccn2C)cc1F | 101 | 110 | 101 | 5 | 107 | 103 | 4 | 0
CCCCn1cnc2c(cnn2-c2ccc(F)cc2)c1=O | 95 | 100 | 104 | -17 | 96 | 92 | 20 | 0
CCCOc1ccc(C(=O)CCC(=O)OCC(=O)Nc2ccc(OCC)cc2)cc1 | 102 | 106 | 98 | -3 | 103 | 103 | 0 | 85*
Cc1ccc(/C=C2/SC(=O)N(CC(=O)N3CCOCC3)C2=O)s1 | 100 | 88 | 91 | 0 | 94 | 88 | 3 | 1
O=C(c1cc(C2CC2)on1)N1CCN(c2ccccc2)CC1 | 100 | 112 | 119 | 8 | 94 | 105 | -450 | 0
CCCCS(=O)(=O)N1CN(S(=O)(=O)CCCC)C2NC(=O)NC21 (stereo unspecified) | 97 | 96 | 104 | 50 | 103 | 104 | 3 | 2
CCOC(=O)C1CCCCN1Cc1ccccc1C(F)(F)F (stereo unspecified) | 102 | 98 | 99 | 19 | 107 | 97 | 15 | 1
COCC(C)NC(=O)CSc1nc2nn(-c3ccccc3)c(=O)c-2c2n1CCCCC2 (stereo unspecified) | 96 | 91 | 96 | 0 | 98 | 91 | -4 | 0
COc1ccccc1C(=O)NC(=S)N1CCCc2ccccc21 | 95 | 109 | 97 | 8 | 97 | 98 | -3 | 7
O=C(NN=Cc1ccc(F)cc1)c1cccc(S(=O)(=O)N2CCCC2)c1 | 104 | 98 | 93 | 13 | 101 | 97 | 10 | 0
Cc1ccc(-c2noc(CCC(=O)NCC3CCCO3)n2)cc1 (stereo unspecified) | 99 | 104 | 97 | -6 | 97 | 106 | -8 | 3
Cc1ccc(/C=C2\SC(=S)N(CCC(=O)NNC(=O)c3ccncc3)C2=O)cc1 | 97 | 109 | 107 | -10 | 92 | 112 | 1 | 0
CCn1cc(S(=O)(=O)CC(=O)N2CCc3ccccc32)c2ccccc21 | 91 | 96 | 94 | -2&2 | 100 | 88 | -4 | 3
COCCSc1ccccc1C(=O)Nc1nnc(C)s1 | 102 | 98 | 104 | -1 | 107 | 107 | 10 | 0
Cc1cc(C(=O)NCc2ccc3c(c2)OCO3)n(-c2ccccc2)n1 | 105 | 107 | 102 | 15 | 105 | 110 | 0 | 1
CCCCCCCC(=O)OC(CN1CCCCC1)CN1CCCC1=O (stereo unspecified) | 93 | 108 | 94 | 6 | 95 | 100 | -5 | 2
Cn1c(NC(=O)C[n+]2cc(-c3ccc(Cl)c(Cl)c3)n3c2CCC3)cc(=O)n(C)c1=O | 100 | 88 | 97 | -1 | 103 | 95 | 13 | 20
CC(Oc1ccc(Br)cc1)C(=O)Nc1ccc(S(=O)(=O)N(C)C2CCN(C)CC2)cc1 (stereo unspecified) | 98 | 106 | 104 | 39 | 94 | 105 | -1 | 0
CCc1cccc(CC)c1NC(=O)COC(=O)CCc1cc(OC)c(OC)c(OC)c1 | 106 | 91 | 104 | 5 | 76 | 105 | -4 | 1
Cc1cc(C)c(C)c(S(=O)(=O)N2CCC(C(=O)NC3=NCCS3)CC2)c1C | 103 | 112 | 100 | x | 105 | 104 | 5 | 6
COc1ccc(C(=O)NNC(=O)c2cnccn2)cc1[N+](=O)[O-] | 100 | 105 | 95 | -1 | 104 | 101 | 6 | 0
Next compounds follow.
SMILES | RPL19A-GFP yeast | LAP4 TOR yeast | CIT2 TOR yeast | GASC-1 inh | MEP2 TOR yeast | AGP1-GFP MLPCN | VLA-4 inh | GRK2 aptamer HTS
O=C(CS(=O)(=O)c1cccc(C(F)(F)F)c1)Nc1ccccc1Cl | 99 | 98 | 93 | 1 | 104 | 95 | 6 | 1
CC(C)(C)N1CC(C(=O)Nc2ccc(C#N)cc2)CC1=O (stereo unspecified) | 92 | 117 | 121 | -4 | 138 | 119 | 28 | 0
CC(C)c1ccc(S(=O)(=O)Nc2ccc(O)c(Sc3ncn[nH]3)c2)cc1 | 107 | 82 | 92 | -3 | 99 | 91 | 19 | 5
O=C(NC1CCCC1)C1CC(=O)N(c2ccc(F)cc2)C1 (stereo unspecified) | 108 | 102 | 112 | -22 | 108 | 109 | 7 | 2
COc1cccc(C(=O)NCC(=O)N2CCC3(CC2)NCCc2[nH]cnc23)c1OC | 92 | 89 | 98 | 0 | 85 | 97 | 6 | 2
